KCNH2 3.1 inh: qHTS for Inhibitors of KCHN2 3.1: Mutant qHTS; activity change, % (tested at about 1.8 µM); 340,000 compounds, 0.95% hits; U2OS KCNH2 3.1, thallium flux FluxOr; hits give low values; Potassium voltage-gated channel subfamily H member 2, brain isoform KCNH2 3.1 (human);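 active = maximum activity change below -70%; inconclusive = maximum activity change from -70% to -50%; inactive = maximum activity change above -50%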;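 note: thallium influx rate constant from kinetic fluorescence after stimulation buffer; % is set by controls: 0 for no effect and ±100 for the full control effect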
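Channel expression came from 3.1 mutant virus (1.77 x 10^8 /mL) applied to suspended U2OS cells for 4 h. Flux was tracked with FluxOr dye plus Red40 quencher, and kinetic rate constants normalized to controls.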
Rab9 promoter act: qHTS Assay for Rab9 Promoter Activators; Huh7 Rab9 promoter-luciferase reporter, luminescence, 24 h; Potency, µM (doses to about 9.22 µM), without a hit: at the top dose activation, negative = inhibition, most hits filed as activators; 320,000 compounds, 2.8% hits; AID 485297, 2010; note: potency is the fitted concentration of half-maximal effect; % of control where 0% means no effect; nearly all actives have a fitted effect of over 60% in size
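Using Huh7 cells stably transfected with Rab9 promoter–luciferase, compounds were incubated 24 h at 37 °C, 5% CO2; luciferase luminescence was read 10 min after reagent addition.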
PKM2 activator: qHTS Assay for Activators of Human Muscle isoform 2 Pyruvate Kinase; Potency, µM (titrated, usually from 57.5 µM), inactives show at the top dose activation, actives largely listed as activators; Pyruvate kinase PKM (Homo sapiens), P14618; purified PKM2, Kinase-Glo ATP luminescence, activation; response scale: 0% is enzyme alone, no compound; 260,000 compounds, 0.34% hits; note: potency is the fitted concentration of half-maximal effect; % is set by controls: 0 for no effect and ±100 for the full control effect; nearly all actives have a fitted effect of over 55% in size
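Purified hPK-M2 (>95%) run at intermediate activity with 0.1 mM ADP and 0.5 mM PEP in 50 mM imidazole pH 7.2, KCl, MgCl2; 1 h room temperature. ATP formed read by Kinase-Glo luminescence; normalized to uninhibited and no-enzyme controls.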
RORg inh: qHTS for inhibitors of ROR gamma transcriptional activity; Drosophila S2 Gal4-RORgamma UAS-luciferase reporter, 20 h; Potency, µM (top dose mostly 53.6 µM), for inactives: top-dose activity change, negative = inhibition, most hits filed as inhibitors; 310,000 compounds, 5.4% hits; AID 2551, 2010; note: potency is the fitted concentration of half-maximal effect; % is set by controls: 0 for no effect and ±100 for the full control effect; nearly all actives have a fitted effect of over 60% in size
Target sequence (P51450 whole entry, looked up, the tested form may be a part): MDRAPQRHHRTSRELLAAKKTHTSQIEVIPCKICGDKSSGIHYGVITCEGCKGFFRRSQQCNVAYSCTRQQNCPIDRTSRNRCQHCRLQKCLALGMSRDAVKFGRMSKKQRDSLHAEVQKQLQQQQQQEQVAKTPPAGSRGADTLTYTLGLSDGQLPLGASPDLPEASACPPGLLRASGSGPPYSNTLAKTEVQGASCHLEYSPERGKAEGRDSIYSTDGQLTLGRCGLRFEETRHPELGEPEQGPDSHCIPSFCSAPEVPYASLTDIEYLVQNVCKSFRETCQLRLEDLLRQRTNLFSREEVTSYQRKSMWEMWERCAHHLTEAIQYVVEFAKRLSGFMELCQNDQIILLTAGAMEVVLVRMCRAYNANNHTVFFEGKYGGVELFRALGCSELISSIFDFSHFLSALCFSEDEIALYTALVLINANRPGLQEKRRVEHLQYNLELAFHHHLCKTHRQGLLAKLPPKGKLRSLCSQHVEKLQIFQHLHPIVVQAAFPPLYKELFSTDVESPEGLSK
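In this cell-based reporter format, copper sulfate (700 uM final) drives Gal4–ROR gamma fusion expression from a metallothionein promoter in Drosophila Schneider cells; compounds preincubated 1 hr, reporter read after 20 hr at ambient temperature.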
MBNL1 CUG block: qHTS Assay for Inhibitors of MBNL1-poly(CUG) RNA binding. Muscleblind-like protein 1 (Homo sapiens), Q9NR56. TR-FRET MBNL1-His/biotin-(CUG)12 binding, 665/545 ratio. Potency, µM (titrated, usually from 57.5 µM), inactives show at the highest dose activity change, negative = inhibition, hits mostly inhibitors. 280,000 compounds, 0.036% hits. AID 2675, 2010; active = well fitted inhibition curve with a large enough effect in the signal ratio, with a control signal flat, not every such curve was filed as active; inconclusive = small, poorly fitted or top-dose-only effect, or effect the other way, or a change in a side signal; inactive = no such curve, though single readings can be large or run the other way; the % refers to the signal ratio; note: potency is the fitted concentration of half-maximal effect; % is set by controls: 0 for no effect and ±100 for the full control effect
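Inhibition of protein-RNA binding appears as loss of TR-FRET between terbium anti-His antibody on MBNL1-His and streptavidin-XL665 on biotin-(CUG)12. Activity is normalized to buffer-only and uninhibited-complex controls.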
NPC1 prom act: qHTS Assay for NPC1 Promoter Activators; Huh7 NPC1 promoter luciferase reporter, 24 h; 320,000 compounds, 2.4% hits; Potency, µM (series often up to 9.22 µM), without a hit: top-dose activation, actives largely listed as activators;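 note: potency is the fitted concentration of half-maximal effect; % of control where 0% means no effect; nearly all actives have a fitted effect of over 60% in size; reporter is driven by a mutant NPC1 promoter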
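Stable NPC1-promoter luciferase Huh7 line; cpd (DMSO) 24 h, 37 °C, 5% CO2; Amplite luciferase reagent 10 min RT; luminescence readout. qHTS format.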
FLuc counter: qHTS profiling assay for firefly luciferase inhibitor/activator using purifed enzyme and Km concentrations of substrates (counterscreen for miR-21 project); Luciferin 4-monooxygenase (Photinus pyralis), P08659; AID 588342, 2011; Potency, µM (top dose mostly 57.5 µM), without a hit: at the top dose activity change, negative = inhibition, most hits filed as inhibitors; purified FLuc, Km substrates, luminescence inhibition; 360,000 compounds, 6.9% hits;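 note: potency is the fitted concentration of half-maximal effect; plate controls were vehicle for no effect and reference inhibitor for full effect; nearly all actives have a fitted effect of over 55% in size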
Target sequence (P08659 whole entry, looked up): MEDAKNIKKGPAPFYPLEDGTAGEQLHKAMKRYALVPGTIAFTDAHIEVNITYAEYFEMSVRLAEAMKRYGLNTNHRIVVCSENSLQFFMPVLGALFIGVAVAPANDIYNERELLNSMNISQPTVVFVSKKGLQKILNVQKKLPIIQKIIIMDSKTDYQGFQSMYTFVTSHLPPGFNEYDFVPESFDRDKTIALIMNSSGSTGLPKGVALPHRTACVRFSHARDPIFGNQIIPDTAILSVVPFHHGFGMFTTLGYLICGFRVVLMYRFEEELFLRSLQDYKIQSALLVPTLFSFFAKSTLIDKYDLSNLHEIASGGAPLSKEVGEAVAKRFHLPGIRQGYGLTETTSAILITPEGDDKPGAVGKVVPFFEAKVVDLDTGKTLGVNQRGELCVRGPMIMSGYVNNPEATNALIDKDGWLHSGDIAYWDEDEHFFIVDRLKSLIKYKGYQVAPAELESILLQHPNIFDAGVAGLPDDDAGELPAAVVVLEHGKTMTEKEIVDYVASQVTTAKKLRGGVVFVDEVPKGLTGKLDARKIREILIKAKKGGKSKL
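Purified P. pyralis luciferase (10nM final) with 10uM D-luciferin and 10uM ATP (Km levels) in 50mM Tris acetate pH 7.5, 10mM Mg acetate, 0.01% Tween-20, 0.05% BSA; qHTS 6-point titration, ~60 µM downward; luminescence read.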
Mito fusion yeast: qHTS Assay for Small Molecule Inhibitors of Mitochondrial Division or Activators of Mitochondrial Fusion. S. cerevisiae fusion-defective mutant growth rescue, CellTiterGlo 48 h. Potency, µM (top dose mostly 46.1 µM), for the others: at the top dose growth rescue (activation), most hits filed as activators. 320,000 compounds, 0.23% hits. AID 485298, 2010;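 note: potency is the fitted concentration of half-maximal effect; % of control where 0% means no effect; nearly all actives have a fitted effect of over 45% in size; temperature-sensitive fusion mutants such as fzo1-1 at 37 °C on non-fermentable ethanol glycerol medium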
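Temperature-sensitive fusion-defective S. cerevisiae (e.g. fzo1-1, mgm1-5) were grown with compound in YPEG medium (3% ethanol, 3% glycerol) for 48 hours at 37C. Growth rescue was measured as viability by CellTiterGlo luminescence after 10 minutes at ambient.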
ELG1 repair inh: qHTS screen for small molecules that inhibit ELG1-dependent DNA repair in human embryonic kidney (HEK293T) cells expressing luciferase-tagged ELG1 | 330,000 compounds, 2.3% hits | AID 504467, 2011 | Potency, µM (top dose mostly 46.1 µM), for the others: at the top dose activity change, negative = inhibition, hits mostly inhibitors | HEK293T ELG1-luciferase reporter, luminescence, 16 h; DNA damage induced by 5-fluorouridine; note: potency is the fitted concentration of half-maximal effect; % is set by controls: 0 for no effect and ±100 for the full control effect; nearly all actives have a fitted effect of over 55% in size
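Overnight (16 hr) co-exposure of 2,000 cells/well to 5-fluorouridine and compound at 37 °C preceded detection. Luciferase was quantified via ONE-Glo luminescence; loss of signal denotes inhibition.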
Menin MLL FP TR: qHTS Assay for Inhibitors Targeting the Menin-MLL Interaction in MLL Related Leukemias: Competition With Texas Red Labeled MLL-derived Mutant Peptide. O00255. Menin + Texas Red MLL mutant peptide, fluorescence polarization. Potency, µM (series often up to 61.6 µM), inactives show at the highest dose FP activity change, negative = inhibition, actives largely listed as inhibitors. 270,000 compounds, 0.23% hits. AID 1768, 2009; active = well fitted inhibition curve with a large enough effect in the polarisation, with a control signal flat, not every such curve was filed as active; inconclusive = small, poorly fitted or top-dose-only effect, or effect the other way, or a change in a side signal; inactive = no such curve, though single readings can be large or run the other way; the % refers to the polarisation; note: potency is the fitted concentration of half-maximal effect; % of control where 0% means no effect; many of its hits are not listed in these tables
VP16 counter: VP16 counterscreen qHTS for inhibitors of ROR gamma transcriptional activity; Drosophila S2 Gal4-VP16 UAS-luciferase, luminescence, 20 h; Potency, µM (top dose mostly 53.6 µM), inactives show at the highest dose activity, negative = inhibition, hits mostly inhibitors; 310,000 compounds, 3.5% hits; AID 2546, 2010;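 note: Gal4-VP16 expression switched on by copper sulfate through the metallothionein promoter; potency is the fitted concentration of half-maximal effect; % is set by controls: 0 for no effect and ±100 for the full control effect; nearly all actives have a fitted effect of over 50% in size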
The depositor's hits bear a star; [ ] = dose if it differs, or a comment. Unless noted, calls come from the whole dose curve; as a rule, active = well fitted curve in the direction sought with a large enough effect; inconclusive = small, poorly fitted or top-dose-only effect, or another doubt; inactive = no such curve, though single readings can be large; an effect the other way counts as inactive or inconclusive. An excerpt; count on the stated rates, not on these rows.

For Cc1cc(C)c(C(=O)NCC2CCCO2)c(C)c1C(=O)NCC1CCCO1 (stereo unspecified) the results were KCNH2 3.1 inh 6, Rab9 promoter act -3%, RORg inh 12%, MBNL1 CUG block -4%, NPC1 prom act 0%, FLuc counter -1%, Mito fusion yeast 3%, ELG1 repair inh -5%, Menin MLL FP TR -1% and VP16 counter -8%.
COC(=O)c1cccc(NS(=O)(=O)c2ccc(NC(C)=O)cc2)c1C was read as Rab9 promoter act 0%, PKM2 activator -1%, RORg inh inconclusive, MBNL1 CUG block -2%, NPC1 prom act 1%, FLuc counter -6%, Mito fusion yeast 1%, ELG1 repair inh -1%, Menin MLL FP TR 6% and VP16 counter inconclusive.
For O=C(Cn1cnc2ccccc2c1=O)OCC(=O)c1ccc2c(c1)OCCO2 the results were KCNH2 3.1 inh -3, Rab9 promoter act -8%, PKM2 activator 5%, RORg inh 32%, MBNL1 CUG block -11%, NPC1 prom act 0%, FLuc counter 21µM*, Mito fusion yeast 2%, ELG1 repair inh 14%, Menin MLL FP TR -16% and VP16 counter 1%.
Screening CC(C)(C)NC(=O)COc1coc(CN2CCN(Cc3ccccc3)CC2)cc1=O returned KCNH2 3.1 inh 8, Rab9 promoter act -1%, RORg inh -15%, MBNL1 CUG block -2%, NPC1 prom act 1%, FLuc counter 0%, Mito fusion yeast 4%, ELG1 repair inh -3% and VP16 counter 4%.
Screening CC(C)OCC(O)CN1CCN(CCN2C(=O)c3cccc4cccc(c34)C2=O)CC1 (stereo unspecified) returned KCNH2 3.1 inh -3, Rab9 promoter act -3%, PKM2 activator 0%, RORg inh -41%, MBNL1 CUG block inconclusive, NPC1 prom act -1%, FLuc counter 4%, Mito fusion yeast 5%, ELG1 repair inh -1%, Menin MLL FP TR -11% and VP16 counter -5%.
COc1cccc(C(=O)Nc2ccc(C(=O)O)cc2)c1 was read as KCNH2 3.1 inh 28, Rab9 promoter act 0%, PKM2 activator -2%, RORg inh -12%, MBNL1 CUG block -2%, NPC1 prom act 6%, FLuc counter inconclusive, Mito fusion yeast -4%, ELG1 repair inh 12%, Menin MLL FP TR -1% and VP16 counter -1%.
N=c1c(C(=O)NCC2CCCO2)cc2c(=O)n3ccccc3nc2n1Cc1ccc(F)cc1 (stereo unspecified) was read as KCNH2 3.1 inh -27, Rab9 promoter act 0%, PKM2 activator -15%[0.46 µM], RORg inh 0%, MBNL1 CUG block inconclusive, NPC1 prom act -3%, FLuc counter 1%, Mito fusion yeast 7%, ELG1 repair inh -13%, Menin MLL FP TR -16% and VP16 counter -4%.
O=C(O)C1CCC(Cn2c(SCc3cc(=O)n4cc(Cl)ccc4n3)nc3ccsc3c2=O)CC1 (stereo unspecified) was read as KCNH2 3.1 inh -15, Rab9 promoter act -2%, PKM2 activator 13%, RORg inh 29%, MBNL1 CUG block 13%, NPC1 prom act -1%, FLuc counter -19%, Mito fusion yeast 4%, ELG1 repair inh inconclusive, Menin MLL FP TR 21% and VP16 counter -4%.
`O=C1C2CC=C(Cl)CC2C(=O)N1CC1OCCc2ccccc21` (stereo unspecified) gave KCNH2 3.1 inh 9, Rab9 promoter act -8%, PKM2 activator -5%, RORg inh 12%, MBNL1 CUG block -4%, NPC1 prom act -4%, FLuc counter 0%, Mito fusion yeast -1%, ELG1 repair inh 12% and VP16 counter 11%.
O=C(Nc1nc2ccccc2[nH]1)c1cccc(F)c1 was read as KCNH2 3.1 inh 4, Rab9 promoter act inconclusive, PKM2 activator -20%, RORg inh 5.6µM*, MBNL1 CUG block -1%, NPC1 prom act inconclusive, FLuc counter 3µM*, Mito fusion yeast 4%, ELG1 repair inh inconclusive, Menin MLL FP TR 9% and VP16 counter 7.1µM*.
Screening COc1cccc(NC(=O)CNC(=O)c2cccs2)c1 returned KCNH2 3.1 inh 5, Rab9 promoter act inconclusive, PKM2 activator 2%, RORg inh 14%, MBNL1 CUG block -18%, NPC1 prom act 26%, FLuc counter -18%, Mito fusion yeast -2%, ELG1 repair inh inconclusive, Menin MLL FP TR -7% and VP16 counter 19%.
Screening C=CCSc1nc(C)c(CCCC)c(=O)[nH]1 returned KCNH2 3.1 inh -11, Rab9 promoter act -4%, PKM2 activator 0%, RORg inh -2%, MBNL1 CUG block -26%, NPC1 prom act -9%, FLuc counter inconclusive, Mito fusion yeast -7%, ELG1 repair inh 9%, Menin MLL FP TR -2% and VP16 counter -11%.
`CC1(C)Oc2ccc3ccc(=O)oc3c2[C@@H](O)[C@H]1O` gave KCNH2 3.1 inh -11, Rab9 promoter act 1%, NPC1 prom act -2%, FLuc counter 3%, Mito fusion yeast -4% and ELG1 repair inh 26%.
CCOc1ccc(NC(=O)CC2C(=O)N(c3ccccc3)C(=O)N2Cc2ccccn2)cc1 (stereo unspecified) was read as KCNH2 3.1 inh 4, Rab9 promoter act -2%, PKM2 activator 2%, RORg inh 8%, MBNL1 CUG block 3%, NPC1 prom act -1%, FLuc counter -1%, Mito fusion yeast 1%, ELG1 repair inh -17%, Menin MLL FP TR 6% and VP16 counter 12%.
Screening CCCc1cc(=O)[nH]c(SCC(=O)N(C)CC(=O)Nc2ccccc2CC)n1 returned KCNH2 3.1 inh -21, Rab9 promoter act 3%, PKM2 activator 2%, RORg inh 2%, MBNL1 CUG block -1%, NPC1 prom act -4%, FLuc counter -1%, Mito fusion yeast 1%, ELG1 repair inh -3%, Menin MLL FP TR 0% and VP16 counter 12%.
COC(=O)/C=C(\C)NC(=O)c1ccc(F)cc1 was read as KCNH2 3.1 inh 17, Rab9 promoter act 3%, PKM2 activator 13%, RORg inh 21%, MBNL1 CUG block -4%, NPC1 prom act 3%, FLuc counter 1%, Mito fusion yeast 2%, ELG1 repair inh inconclusive, Menin MLL FP TR -6% and VP16 counter -20%.
`Cc1ccc(CNC(=O)COC(=O)CSc2cc(C)c(Br)cc2C)cc1` gave KCNH2 3.1 inh 0, Rab9 promoter act 1%, PKM2 activator 0%, RORg inh -8%, MBNL1 CUG block 3%, NPC1 prom act -2%, FLuc counter 4%, Mito fusion yeast -1%, ELG1 repair inh 14%, Menin MLL FP TR 12% and VP16 counter 1%.
For CC1CN(C(=O)CCc2ccccc2)C(C)CN1C(=O)CCc1ccccc1 (stereo unspecified) the results were KCNH2 3.1 inh 2, Rab9 promoter act -2%, PKM2 activator -2%, RORg inh 15%, MBNL1 CUG block -10%, NPC1 prom act 0%, FLuc counter 3%, Mito fusion yeast -1%, ELG1 repair inh 9%, Menin MLL FP TR -16% and VP16 counter -1%.
CCCCn1nnnc1SCC(=O)NC1CCCCC1 was read as KCNH2 3.1 inh -8, Rab9 promoter act -2%, PKM2 activator -4%, RORg inh -4%, MBNL1 CUG block 0%, NPC1 prom act 2%, FLuc counter -2%, Mito fusion yeast 9%, ELG1 repair inh 5%, Menin MLL FP TR inconclusive and VP16 counter -11%.
`O=C(NCc1ccncc1)/C(=C/c1cccc([N+](=O)[O-])c1)NC(=O)c1ccccc1` gave KCNH2 3.1 inh inconclusive, Rab9 promoter act 13%, PKM2 activator 5%, RORg inh 10%, NPC1 prom act 0%, FLuc counter 5%, Mito fusion yeast -3%, ELG1 repair inh -1% and VP16 counter 2%.

Screening data: PubChem BioAssay, National Center for Advancing Translational Sciences (NCATS)
